Bioassay records as filed in PubChem.
CF NFkB inh: inhibitors of cystic fibrosis induced NF-kB. KKLEB NF-kB-GFP reporter, PAF-induced, GFP fluorescence overnight. inhibition, % at 5 µM. 0.86% of 360,000 active;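 active means at least 50% inhibition at 5 µM, scaled per plate between neutral and stimulator controls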;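 further: PAF is a Pseudomonas aeruginosa culture filtrate used as stimulus; plate controls were PAF-stimulated DMSO wells for no effect and unstimulated DMSO wells for full effect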
TWEAK-Fn14 inh: blocks TWEAK-Fn14 interaction in a reporter cell assay; TWEAK-stimulated Fn14 reporter cells, luciferase luminescence, 8 h; inhibition, % at 10 µM; 2% of 360,000 active; AID 1159606; in the data active means inhibition above about 50%
C8 TRAIL sens: sensitizes caspase-8 expressing cells to TRAIL; NB7+C8 cells + TRAIL, ATPlite viability luminescence; inhibition (viability loss, TRAIL sensitization), % at 10 µM; 1% of 360,000 active; AID 624354;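 active means compounds causing at least 50% loss of cell viability in the single-dose screen, relative to plate controls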
LMP1 NFkB inh: reduces LMP1-driven NF-kappaB luciferase signal. LMP1-induced NF-kappaB luciferase reporter cells, luminescence. inhibition, % at 12.5 µM. 0.69% of 350,000 active; in the data active means inhibition above about 41%;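 further: 0% = neutral control wells and 100% = reference inhibitor control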
Shn3 inh set2: reduces Shn3 3'UTR luciferase signal in osteoblasts | 0.52% of 360,000 active | Clone20 osteoblast Shn3 3'UTR firefly luciferase, 24 h | AID 588674 | inhibition, % at 12.5 µM;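 active means mean inhibition of at least 75% with every replicate also reaching 75%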;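 further: 0% = median of neutral control wells and 100% = pilot-screen positive control compound; some compounds past the cut are filed as inactive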
KKLEB cytotox: counter-screen for CF NF-kB inhibitors: cytotoxicity; 0.36% of 360,000 active; activity change (cytotoxicity), % at 5 µM; KKLEB CF airway cells viability, ATPlite luminescence, overnight; active compounds read low; cells stimulated with P. aeruginosa culture filtrate;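 active means corrected activity change at or below -50% at 5 µM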
NR2F2 inh: NR2F2 (human) inhibition, primary screen | P24468 | HEK293T NGFI-A luciferase reporter, luminescence | inhibition, % at 8.6 µM | 0.7% of 370,000 active | AID 686940;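 active means inhibition above a per-plate cutoff, mean inhibition of test wells between control levels plus 3 SD, cut at about 38% in these data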;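 further: cells cotransfected with COUP-TFII expression vector driving the NGFI-A reporter; 0% = median of COUP-TF2 test wells and 100% = reporter-only cells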
LRH-1 inv ag: suppresses constitutive activity of human LRH-1. inhibition, % at 3.6 µM. 0.13% of 360,000 active. O00482. HEK293T StAR-luciferase reporter, LRH-1 transfected, 24 h;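 active means inhibition above the mean inhibition of all tested compounds plus 3 SD, cut at about 73% in these data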;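 further: 0% = DMSO wells and 100% = reporter-only cells lacking LRH-1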
TROY signal inh: blocks TROY-dependent signaling in reporter cells; Q293 LMP1-TROYcd NF-kB luciferase reporter, 4 h; inhibition, % at 10 µM; 0.98% of 360,000 active;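 active means compounds whose plate-normalised and pattern-corrected inhibition of the luciferase reporter signal at the single screening dose is 50% or more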
SRC1 inh: human NCOA1 inhibition; Q15788; HEK293 GAL4-SRC1 luciferase reporter, luminescence; inhibition, % at 3.6 µM; 0.12% of 360,000 active;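 active means inhibition above the campaign mean plus 3 SD, with each screening campaign given its own cutoff, cut at about 60% in these data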;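 further: 0% = DMSO treated cells and 100% = gossypol at 36 µM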
Target sequence (Q15788 whole entry, looked up, the tested form may be a part): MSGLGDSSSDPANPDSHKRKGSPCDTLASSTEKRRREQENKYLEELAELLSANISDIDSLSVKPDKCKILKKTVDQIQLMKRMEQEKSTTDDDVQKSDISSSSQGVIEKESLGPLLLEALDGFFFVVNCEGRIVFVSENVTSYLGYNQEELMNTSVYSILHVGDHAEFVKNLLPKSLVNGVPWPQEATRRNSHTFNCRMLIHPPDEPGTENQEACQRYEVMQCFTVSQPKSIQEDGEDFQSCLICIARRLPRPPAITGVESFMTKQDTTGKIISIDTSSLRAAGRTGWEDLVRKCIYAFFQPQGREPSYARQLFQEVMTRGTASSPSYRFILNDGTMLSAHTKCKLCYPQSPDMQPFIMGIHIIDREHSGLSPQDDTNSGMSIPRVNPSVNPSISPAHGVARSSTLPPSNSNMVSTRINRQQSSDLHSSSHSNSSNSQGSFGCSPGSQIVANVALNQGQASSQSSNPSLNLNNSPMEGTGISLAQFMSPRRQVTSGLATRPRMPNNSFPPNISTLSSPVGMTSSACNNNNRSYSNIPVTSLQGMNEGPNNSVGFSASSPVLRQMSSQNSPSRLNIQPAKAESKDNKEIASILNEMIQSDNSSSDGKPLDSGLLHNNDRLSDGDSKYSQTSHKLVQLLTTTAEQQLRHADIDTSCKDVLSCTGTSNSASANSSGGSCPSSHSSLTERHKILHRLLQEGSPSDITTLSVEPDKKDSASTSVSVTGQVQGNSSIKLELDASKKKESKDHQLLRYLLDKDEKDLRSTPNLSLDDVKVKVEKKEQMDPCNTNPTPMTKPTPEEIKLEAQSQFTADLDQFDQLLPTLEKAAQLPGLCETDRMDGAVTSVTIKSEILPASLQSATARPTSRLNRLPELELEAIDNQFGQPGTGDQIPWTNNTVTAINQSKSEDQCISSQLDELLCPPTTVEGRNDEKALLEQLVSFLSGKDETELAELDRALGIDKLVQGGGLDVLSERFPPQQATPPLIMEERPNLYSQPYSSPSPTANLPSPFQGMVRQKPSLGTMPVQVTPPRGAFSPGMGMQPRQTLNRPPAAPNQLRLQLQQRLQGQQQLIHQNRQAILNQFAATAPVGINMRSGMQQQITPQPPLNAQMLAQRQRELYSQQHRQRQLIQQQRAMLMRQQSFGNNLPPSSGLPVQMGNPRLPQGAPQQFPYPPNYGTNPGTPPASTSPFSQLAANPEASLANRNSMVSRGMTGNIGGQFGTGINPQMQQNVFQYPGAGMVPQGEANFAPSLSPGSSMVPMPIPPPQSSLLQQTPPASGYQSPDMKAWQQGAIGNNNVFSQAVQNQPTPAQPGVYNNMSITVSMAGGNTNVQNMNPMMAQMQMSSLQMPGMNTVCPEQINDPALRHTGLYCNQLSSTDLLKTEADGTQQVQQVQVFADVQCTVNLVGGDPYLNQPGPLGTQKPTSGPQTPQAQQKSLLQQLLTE
NCOA3 inh: human NCOA3 inhibition. Q9Y6Q9. HEK293 GAL4-SRC3 luciferase reporter, luminescence. inhibition, % at 3.6 µM. 0.17% of 360,000 active. AID 588352;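 active means inhibition above a per-campaign cutoff, the mean of all compounds plus 3 SD, cut at about 60% in these data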;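 further: 0% = DMSO-treated cells and 100% = gossypol-treated cells at 36 µM; higher means less SRC3-driven luciferase light from the GAL4 reporter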
Numbers without * were called inactive; / = not tested or not shown.

SMILES	CF NFkB inh	TWEAK-Fn14 inh	C8 TRAIL sens	LMP1 NFkB inh	Shn3 inh set2	KKLEB cytotox	NR2F2 inh	LRH-1 inv ag	TROY signal inh	SRC1 inh	NCOA3 inh
COc1ccc(N2CCN(c3ncnc4c3cnn4-c3ccc(C)cc3C)CC2)cc1	-9.7	68.1*	9.0	12.2	72.6	7.3	-11.4	11.4	44.3	15.8	18.2
CC(C)(C)NCC(O)COc1ccc(Br)cc1 (stereo not drawn)	-2.1	4.2	6.3	2.9	8.7	7.0	-4.9	11.6	5.8	18.0	7.1
CCOC(=O)[C@]12CCC=C1N(Cc1ccc3c(c1)OCO3)C(=O)[C@H](CC(=O)N1CCN(C(=O)c3ccco3)CC1)C2	/	5.7	4.6	/	/	/	-1.6	-2.7	-4.0	/	/
CC(C)CC(=O)NC(=S)Nc1ccc(S(=O)(=O)N2CCN(C)CC2)cc1	12.2	24.1	-3.0	-2.4	3.3	-5.3	-1.4	4.0	-20.2	6.8	7.5
CCOC(=O)/C=C/C(=O)Nc1ccc(S(=O)(=O)Nc2c(C)cc(C)cc2C)cc1	-38.3	27.0	6.3	-11.9	12.5	-14.7	19.1	2.2	50.3*	-11.9	0.6
CN(C)c1ccc(CN(C(=O)C2COc3ccccc3O2)C2CCS(=O)(=O)C2)cc1 (stereo not drawn)	-11.8	3.0	6.0	4.3	22.4	-0.2	-15.3	42.6	-7.2	-10.8	18.4
CCOC(=O)C(=Nc1ccc(Cl)cc1)NO	1.4	4.8	-1.9	7.3	-16.8	-4.6	-4.7	-0.3	15.0	12.2	13.0
O=C(Nc1ccnn1C1CCN(C/C=C/c2ccccc2)CC1)c1cccc(F)c1	11.3	-4.8	7.5	-4.4	-0.3	-11.4	8.3	8.6	-9.5	-44.7	19.6
COc1ccc(CCN2C(=O)CCC2(C)c2nnnn2-c2c(C)cccc2C)cc1OC (stereo not drawn)	/	0.8	-18.4	/	/	/	-31.0	6.5	2.2	/	/
CCOc1ccc(Nc2c3c(nc4ncnn24)CC(C)CC3)cc1 (stereo not drawn)	-3.8	-1.0	3.2	11.0	2.0	7.6	-18.2	11.4	-0.6	0.3	10.4
O=C(COC(=O)C1=COCCO1)Nc1c(F)cccc1F	-18.7	11.1	2.1	-9.6	-2.5	13.1	-11.8	-6.6	-0.1	-14.1	-16.1
C[C@H](CO)N1C[C@H](C)[C@@H](CN(C)C(=O)Nc2ccccc2)Oc2ccc(NS(=O)(=O)c3cn(C)cn3)cc2C1=O	16.0	-3.3	-4.8	-6.3	-7.5	-14.6	-3.2	5.8	-17.4	5.8	10.5
CCCn1c(CN(Cc2ccccc2)Cc2ccccc2)nc2c1c(=O)n(C)c(=O)n2C	33.3	28.1	8.4	-5.2	-5.5	-7.8	/	-14.5	11.9	9.4	-8.7
Cc1ccc(NS(=O)(=O)N2CCOCC2)cc1Cl	-6.1	6.6	4.3	4.0	4.3	-5.6	4.7	6.8	1.1	-12.9	10.6
CCOCc1nnc(NC(=O)COc2ccc3c(c2)OCO3)s1	-4.5	-0.8	-7.3	0.6	2.4	9.5	-9.0	-17.8	-17.0	7.0	2.5
O=S(=O)(c1cccc2cccnc12)N1CCN(c2ccccc2)CC1	-8.8	13.6	0.5	-5.3	-0.2	3.7	-10.2	11.9	7.6	2.7	9.4
O=C(O)C1OC(Oc2cc3oc(-c4ccccc4)cc(=O)c3c(O)c2O)C(O)C(O)C1O (stereo not drawn)	-12.2	-19.9	11.8	2.2	-31.1	11.0	0.4	-67.0	-13.9	-23.8	-24.3
OCCC1CN(Cc2cc(F)ccc2F)CCN1CCCc1ccccc1 (stereo not drawn)	1.9	1.5	18.8	7.9	14.7	-1.3	-14.9	0.2	-0.9	-35.9	10.2
CC1CCCC(NC(=O)COC(=O)c2ccc3ncsc3c2)C1C (stereo not drawn)	12.0	2.4	1.2	4.1	-1.7	-1.3	6.7	-36.3	-8.2	-16.6	-8.4
CCOc1ccc(NC(=O)COC(=O)c2ncc(Cl)c(Cl)c2Cl)cc1	-4.8	-7.9	0.2	-8.2	8.5	4.7	16.3	44.0	5.4	11.8	8.2
O=C(O)c1ccc(NS(=O)(=O)c2ccc(Cl)cc2)cc1	-7.6	-3.6	-9.6	4.0	-55.4	4.0	3.2	-11.3	6.3	-12.4	-13.3
C=CCSc1nncn1/N=C/c1ccc(OC)cc1	2.1	-5.2	2.6	-45.1	-114.1	0.7	-43.6	-84.4	-48.2	-109.8	-82.7
CCn1cc(C2C(C(=O)Nc3cc(C)ccn3)=C(C)NC3=C2C(=O)CC(C)(C)C3)c(C)n1 (stereo not drawn)	9.7	8.3	-0.9	6.5	-0.4	9.3	24.1	-6.8	-4.8	-6.2	5.9
CCCCN(Cc1nc2ccccc2c(=O)[nH]1)C(=O)COc1ccc(F)cc1Cl	-13.5	-3.0	7.9	-14.8	-9.6	-14.1	7.4	-6.9	17.1	-4.0	15.2
Cc1cc(NCCCN2CCOCC2)n2ncc(-c3ccccc3)c2n1	14.6	10.6	21.8	-29.1	-35.0	-4.0	-65.9	-123.4	14.1	-105.3	-29.9

Part of the list above, showing only CF NFkB inh.
molecule | CF NFkB inh
CCOCc1nnc(NC(=O)COc2ccc3c(c2)OCO3)s1 | -4.5
O=S(=O)(c1cccc2cccnc12)N1CCN(c2ccccc2)CC1 | -8.8
O=C(O)C1OC(Oc2cc3oc(-c4ccccc4)cc(=O)c3c(O)c2O)C(O)C(O)C1O (stereo not drawn) | -12.2
OCCC1CN(Cc2cc(F)ccc2F)CCN1CCCc1ccccc1 (stereo not drawn) | 1.9

Other entries.
SMILES	CF NFkB inh	TWEAK-Fn14 inh	C8 TRAIL sens	LMP1 NFkB inh	Shn3 inh set2	KKLEB cytotox	NR2F2 inh	LRH-1 inv ag	TROY signal inh	SRC1 inh	NCOA3 inh
CC1=C(C#N)C(c2cn(-c3ccccc3)nc2-c2cccs2)C(C#N)=C(C)N1	6.4	-12.8	-6.7	1.2	10.1	-4.7	7.4	-6.8	-5.6	-1.0	4.9
CCOC(=O)[C@@H]1[C@H]2COc3ccccc3[C@@H]2N2C(=O)N(c3ccc(C(F)(F)F)cc3)C(=O)[C@@]12C	-12.3	-3.0	9.2	-0.6	9.0	9.4	-7.2	-5.9	12.6	-16.9	6.6
Cc1cccc(NC(=O)CCc2nc3sc4c(c3c(=O)[nH]2)CCCC4)n1	32.8	-14.3	12.7	-4.5	-11.9	-7.2	2.7	13.6	-1.1	-3.4	6.0
Cc1cc(C)n(CC(=O)c2ccc(Br)cc2)c(=O)c1C#N	6.4	5.6	-6.3	13.7	10.0	-1.1	-4.9	4.8	-13.4	-18.7	-4.3
Cc1ccccc1OCC(=O)Nc1ccc(Cc2ccncc2)cc1	-7.4	15.5	6.5	-33.6	18.7	5.4	34.3	-7.1	16.5	15.4	17.2
O=C(COc1ccccc1)Nc1ccc(OC(F)(F)C(F)F)c(NC(=O)COc2ccccc2)c1	-3.1	-34.4	5.6	-1.6	17.4	4.5	21.1	10.7	-10.8	-25.9	3.9
O=C(CC(=O)NCc1ccc(Cl)cc1)NCc1ccccc1	14.5	3.5	2.8	-5.5	-4.1	2.0	-4.3	-5.5	-5.1	6.4	3.1
CCCCSc1nc(CCC)cc(=O)[nH]1	17.6	91.7*	-19.0	-16.6	6.0	-12.7	3.7	6.0	-2.5	-6.2	10.8
CCn1c(Cc2ccccc2)nnc1SCC(=O)c1cccc([N+](=O)[O-])c1	14.0	-12.6	-7.4	-2.3	2.4	5.2	-2.1	-11.5	6.3	-3.5	6.9
CCCCC[C@H](C)N1C[C@H](COCc2ccccc2)Oc2cc(N3CC[C@H](N(C)C)C3)ccc2S1(=O)=O	/	-5.4	20.6	/	/	/	0.2	-41.7	-4.4	/	/
COC(=O)c1cc2c(C)cc3ccc(C)cn3c-2c1C(=O)OC	-21.3	0.0	5.4	-5.0	-21.5	11.9	8.6	25.8	-20.5	13.8	7.9
CCCc1nn2c(-c3ccccc3)nnc2o1	6.7	-1.0	14.0	1.7	-22.9	11.3	-12.6	2.6	8.5	13.9	16.1
CC(=O)Nc1cncc(-c2ccccc2C(C)=O)n1	0.1	17.3	10.9	/	9.7	-1.5	-6.3	8.7	-2.5	5.6	-4.0
O=C(CSc1nnnn1-c1ccccc1)N1CCc2ccccc21	8.9	-25.5	-2.6	-0.7	5.1	3.9	-13.4	-42.7	-41.1	-10.1	7.3
COc1ccc(/C(O)=C2\C(=O)C(=O)N(c3cc(C)on3)C2c2cccc(OC)c2OC)cc1C (stereo not drawn)	-1.4	5.5	3.9	-2.2	0.0	14.3	2.6	4.0	-0.9	-3.8	10.5
COc1ccc(CCNC(=O)CCCc2ccccc2)cc1	2.2	-12.7	10.0	-2.9	-14.6	0.1	-2.1	10.1	-31.2	-12.2	-21.3
CC(=O)NCc1nnc2c3ccccc3c(-c3ccccc3)nn12	-8.0	2.0	-5.6	-6.5	-24.4	2.3	-11.0	7.0	-14.1	5.9	7.3
Cc1ccc(C)c(NC(=O)CN(C)C(=O)c2cccc(N3C(=O)CCC3=O)c2)c1	-4.2	-11.0	-2.8	-7.7	-7.6	9.9	2.7	10.1	6.5	0.4	12.2
CC(/C=N/NC(=O)c1nnn(-c2nonc2N)c1CN1CCCCC1)c1ccccc1 (stereo not drawn)	9.5	-3.6	-0.2	3.6	-1.1	0.8	13.6	-36.4	-16.5	-1.3	5.7
O=C(NCc1ccccc1)c1cc(C2COCCN2C(=O)c2ccc(Cl)cc2)on1 (stereo not drawn)	-0.2	14.9	-4.5	/	-11.8	7.8	-4.9	19.4	2.3	-9.3	-35.7
Cc1cc(C)c(OCC(=O)NCC2COc3ccccc3O2)c(C)c1 (stereo not drawn)	-16.2	-17.4	-13.1	-0.6	-12.2	7.6	3.7	11.3	-9.6	3.8	7.3
CCN(C(=O)COC(=O)c1cc(-c2cccs2)nc2ccccc12)C1CCS(=O)(=O)C1 (stereo not drawn)	-42.0	-16.5	10.9	-4.2	-1.2	7.6	2.5	27.1	-5.2	7.2	22.8
Fc1ccc(N/N=C/c2cccnc2)c(F)c1	-15.4	-26.9	-0.1	-30.3	-38.6	29.3	-41.4	9.1	-22.3	-33.9	-1.0
CSCCC(NC(=O)c1ccc(Cl)cc1Cl)C(=O)NCc1ccncc1 (stereo not drawn)	8.9	8.2	12.4	-4.8	-5.2	14.9	-16.8	-9.2	-24.9	-3.7	-1.9
CC(C)(C)c1ccc(OCCC(=O)OCC(=O)Nc2cccnc2Cl)cc1	31.8	13.5	0.0	8.2	-3.6	-1.9	-5.4	-4.6	-12.0	2.3	-8.1
C=CCOC(=O)/C(=C/c1cccc2ccccc12)NC(=O)c1ccccc1	-4.7	-14.3	-9.5	-30.7	-75.0	2.3	-12.0	-106.3	-25.0	-27.9	-20.2
CC(C)NC(=O)N(C)C[C@H]1Oc2c(NC(=O)C3CCCCC3)cccc2C(=O)N([C@H](C)CO)C[C@@H]1C	-19.9	2.3	8.6	5.5	-34.1	-16.2	-2.2	-8.0	11.5	8.1	-13.1

Some of the compounds tested; the hit share may differ from the screen's.
